# RSV antiviral HEp-2 – inhibition of RSV-induced cytopathic effect – HEp-2 cells, primary 10 µM value included (AID 2391) | HEp-2 cells, RSV-induced CPE inhibition; higher % means a stronger effect | CPE inhibition, % at 10 µM; hits with a dose series show IC50 in µM | hit rate 0.13% among 310,000; in the data active = a potency from the dose series; note: strong numbers were not always called active
# Salmonella PhoP GFP – inhibitors of PhoP regulon expression, primary screen, Salmonella Typhimurium, GFP reporter (AID 1863). S. Typhimurium PhoP-regulated promoter GFP reporter, 4 h; higher % means a stronger effect. one-dose inhibition, % at 50 µM; IC50 in µM for titrated hits. hit rate 0.16% among 300,000;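 active = inhibition over 29.93%, a cutoff 3 SD above the screen mean, later confirmed by dose response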;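 note: 0% = low Mg2+ inducing control and 100% = high Mg2+ repressing control; strong numbers were not always called active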
# b-catenin transl – modulators of beta-catenin nuclear translocation. HeLa beta-catenin nuclear translocation, immunofluorescence imaging. nuclear translocation activity, % at 5 µM. AID 1665. hit rate 0.3% among 190,000;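 active = nuclear translocation activity above 50% at 5 µM, with a well cell count of 50 or more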;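 note: per-cell ratio of nuclear to cytoplasmic median beta-catenin stain intensity; plate controls were DMSO negative control for no effect and GSK-3 inhibitor IX positive control for full effect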
#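 Assay system: human HeLa cells, native beta-catenin; doses: 5 µM primary, 0.02–20 µM confirmation; incubation: compound treatment 24 h, 37°C, 5% CO2; technique: fluorescence imaging of beta-catenin antibody stain plus DAPI; measure: % activation, nuclear-to-cytoplasmic median beta-catenin signal ratio per cell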
# West Nile antiviral – West Nile virus antiviral activity, cell-based, CPE readout (AID 1621). one-dose CPE inhibition, % at 10 µM; IC50 in µM for titrated hits. hit rate 0.02% among 290,000. West Nile virus-infected cells, CPE inhibition; higher % means a stronger effect; in the data active = a potency from the dose series; note: strong numbers were not always called active
# WT yeast gro inh – growth inhibition of WT yeast, mitochondrial fusion screen; mitochondrial fusion phenotypic screen, WT strain; inhibition, % at 10 µM; hit rate 2.1% among 190,000; in the data active = inhibition above about 58%; tested in S. cerevisiae
# MgcRacGAP inhibition – MgcRacGAP GTPase-activating activity inhibitors, confirmation, biochemical, ADP Hunter fluorescence | inhibition, % at 30 µM; hits with a dose series show IC50 in µM | hit rate 0.6% among 340,000 | MgcRacGAP-stimulated Rac1 GTP hydrolysis, ADP Hunter fluorescence; higher % means a stronger effect; GST-tagged Rac1 F28L mutant substrate;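 active = first-screen hits whose inhibition reached a set limit at any dose in the follow-up dose series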;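 note: fluorescence reports GDP produced by GAP-driven GTP hydrolysis; strong numbers were not always called active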
# Large T inhibition – TAg ATPase/helicase activity blockers – biochemical (AID 1903); SV40 large T antigen ATPase/helicase inhibition assay; higher % means a stronger effect; inhibition, % at 20 µM, or IC50 in µM where a hit was titrated; hit rate 0.39% among 310,000; in the data active = a potency from the dose series; note: strong numbers were not always called active
# T cell modulator – T cell immune modulators affecting CD8 T cell-vesicle binding; hit rate 0.068% among 330,000; 2C CD8+ T cell-vesicle binding, flow cytometry; hits give low values; calls only at 7 µM; AID 2052;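 active = response, share of CD8 T cells binding vesicles, and their 90th percentile fluorescence all below set limits, cut at about 80% in these data, passing the limit was not always enough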
#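 Material: 2C TCR transgenic mouse naive CD8+ T cells, MACS-purified. Also added: QL9-charged Drosophila Ld/ICAM-1/B7-1 vesicles. Timing: binding 1.5 h at 37 °C. Measured by: high-throughput flow cytometry with anti-B7-1 and anti-CD8 staining. Read-out: percent CD8+ FL2 mean versus row control. Controls: Unloaded micro-vesicles (low), QL9 vesicles with 0.7% DMSO (high).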
# Myeloid diff 2 – promotes myeloid progenitor differentiation; hit rate 1% among 360,000; calls only at 10 µM; ER-HoxA9 myeloid progenitors, lysozyme-GFP differentiation, flow cytometry;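 active = normalized GFP-positive differentiation at or above the plate's own cutoff, the solvent-only control mean plus 3 SD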;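 note: cells exposed to compound for four days before flow analysis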
# WT yeast gro inh mutant strain – recorded beside WT yeast gro inh, whose call it bears; inhibition, %; mitochondrial fusion phenotypic screen, mutant strain inhibition
# b-catenin transl cell count 5 µM – second read-out of b-catenin transl, no call of its own (marks repeat the call); cell count; measured here: cell count, cytotoxicity flag
# T cell modulator vesicle-bound % – also measured in T cell modulator; calls as there; double positive events, %; measured here: CD8+ vesicle-bound cell fraction;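 binding gate set so that unloaded-vesicle control wells show 10% double positive cells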
# Myeloid diff 2 GFP+ MAC1+ % – further read-out of Myeloid diff 2, marked with its call; GFP+ MAC1+ double positive, %; measured here: differentiation confirmed by MAC1 staining
# * = called active by the depositor; i = inactive; / = not tested or not shown.
SMILES	RSV antiviral HEp-2	Salmonella PhoP GFP	b-catenin transl	b-catenin transl cell count 5 µM	West Nile antiviral	WT yeast gro inh	WT yeast gro inh mutant strain	MgcRacGAP inhibition	Large T inhibition	T cell modulator	T cell modulator vesicle-bound %	Myeloid diff 2	Myeloid diff 2 GFP+ MAC1+ %
COc1ccc(NS(=O)(=O)c2ccc(O)c(NC(=O)c3ccc(S(=O)(=O)N4CCCC4)cc3)c2)cc1	4.5%	1%	-4.6	1203	0.5%	/	/	7%	4%	i	21	i	0.3
COc1nc(NCc2ccco2)nc(NC2CCCCC2)n1	2.0%	4%	/	/	-0.3%	17	3	8%	7%	i	21	i	0.6
CN(C)CCCNc1oc(-c2ccccc2)nc1C#N	-1.2%	11%	-0.8	1191	0.7%	18	6	12%	24%	i	36	i	0.6
COc1ccc(C(=O)Oc2ccc3ccc(=O)oc3c2)cc1	0.9%	/	/	/	-1.0%	/	/	/	16%	i	29	i	0.4
Cc1ccccc1SCc1noc(C(=O)NC(C)C)c1C(=O)O	0.9%	-12%	-0.5	1304	0.2%	-6	-16	6%	15%	i	5	i	2.2
C/C(=N\NS(=O)(=O)c1ccc(Br)cc1)c1ccc(-n2ccnc2)cc1	-0.3%	/	/	/	/	/	/	11%	/	i	39	i	0.9
CSC[C@@H]1NC(=S)N(c2ccc(C)cc2)C1=O	3.6%	28%	/	/	-1.0%	-7	-1	2%	8%	i	30	i	0.1
COCCn1c(N)c(N(Cc2ccccc2)C(=O)C2=COCCO2)c(=O)[nH]c1=O	0.6%	0%	/	/	-0.3%	/	/	4%	0%	i	8	i	1.2
CCOC(=O)C1(C)/C(=N/Nc2ccccc2)C(=O)C(=O)N1c1ccccc1 (stereo unspecified)	-0.8%	-7%	1.0	1141	0.2%	6	6	7%	19%	i	28	i	0.6
CCc1ccc(NC(=S)Nc2ccc3[nH]c(=O)[nH]c3c2)cc1	4.2%	0%	3.4	1038	0.9%	/	/	22%	9%	i	30	i	0.3
O=C(CN1CCN(Cc2ccccc2)CC1)N/N=C/c1cccnc1	0.8%	-3%	-2.8	1189	0.5%	/	/	6%	12%	i	25	i	0.6
CCOc1cc(C(=S)N2CCOCC2)ccc1OS(=O)(=O)c1ccc(NC(C)=O)cc1	0.0%	7%	-0.8	1340	-0.7%	4	19	1%	5%	i	17	/	/
Cc1cc(=O)nc2c3ccccc3n(C(C)C(=O)Nc3cc(F)ccc3F)n12 (stereo unspecified)	-0.7%	/	-0.1	1307	0.0%	/	/	5%	12%	i	26	i	0.5
CN(Cc1ccccc1)c1ccc(S(=O)(=O)N2CCC(C(=O)O)CC2)cc1[N+](=O)[O-]	0.9%	4%	-2.5	1050	0.7%	-4	-3	0%	-9%	i	51	i	0.1
N#Cc1c(NC(=O)CCN2C(=O)c3ccccc3C2=O)oc(-c2ccccc2)c1-c1ccccc1	-0.5%	-8%	0.7	1469	-0.1%	1	-14	12%	10%	i	25	i	0.8
CCN(C(=O)COc1cccnc1[N+](=O)[O-])C1CCS(=O)(=O)C1 (stereo unspecified)	0.4%	10%	4.3	534	0.1%	-13	15	6%	9%	i	41	i	0.2
Cc1ccc(OC(C)C(=O)Nc2ccccc2C(=O)N2CCOCC2)cc1 (stereo unspecified)	1.5%	-1%	/	/	-0.2%	/	/	5%	6%	i	9	i	0.4
COCCNC(=O)CN(c1ccc(C)cc1)S(=O)(=O)c1ccc(SC)cc1	1.6%	-10%	1.2	1179	-0.4%	8	5	14%	10%	i	23	i	0.5
O=C(CN1CCN(Cc2ccccc2)CC1)Nc1ccc(Cl)cc1	-1.1%	10%	/	/	-0.7%	/	/	10%	0%	i	17	i	0.4
Cc1ccc(NC(=O)CCCN2C(=O)/C(=C/C=C/c3ccccc3)SC2=S)cc1	2.8%	-1%	0.7	1067	-0.8%	-2	-3	3%	7%	i	40	i	0.9

# Remaining list, next part.
SMILES	RSV antiviral HEp-2	Salmonella PhoP GFP	b-catenin transl	b-catenin transl cell count 5 µM	West Nile antiviral	WT yeast gro inh	WT yeast gro inh mutant strain	MgcRacGAP inhibition	Large T inhibition	T cell modulator	T cell modulator vesicle-bound %	Myeloid diff 2	Myeloid diff 2 GFP+ MAC1+ %
O=C(NNC(=O)C1CC1c1ccccc1)c1cccc([N+](=O)[O-])c1 (stereo unspecified)	1.2%	-3%	-1.5	1182	0.3%	-13	11	-9%	14%	i	49	i	0.3
S=c1[nH]nc(-c2cccnc2)n1/N=C/C=C/c1ccccc1	0.8%	10%	-0.7	977	0.8%	-7	-4	5%	18%	i	48	i	0.3
CN(C)CCN(C(=O)c1ccc(S(=O)(=O)N(C)CC2CCCO2)cc1)c1nc2cc3c(cc2s1)OCO3 (stereo unspecified)	-0.5%	1%	/	/	-0.1%	/	/	5%	-1%	i	58	i	3.0
O=C1Oc2ccccc2C2(O)C3CCCCCC3C12 (stereo unspecified)	1.4%	-1%	-0.5	1341	-0.2%	-19	-14	-5%	1%	i	15	i	1.9
Cn1c(CCCNC(=O)c2ccccc2)nc2ccccc21	0.9%	13%	0.5	962	-0.4%	-6	-1	-4%	-2%	i	8	i	0.8
O=C1CSC(=O)N1CC(O)COc1ccc(Cl)cc1 (stereo unspecified)	2.3%	10%	-1.5	914	0.1%	-5	-7	-2%	9%	i	23	i	5.4
Cc1csc(=O)n1CCC(=O)OCC(=O)Nc1ccc(F)c(F)c1F	1.3%	-4%	/	/	/	/	/	4%	9%	i	47	i	1.3
Cn1c(=O)c(=O)n(C)c2cc(S(=O)(=O)CCC(=O)Nc3ccc(F)cc3)ccc21	3.5%	/	/	/	2.3%	/	/	5%	8%	i	42	i	2.8
Cc1nn(Cc2ccc(C(=O)N3CCOCC3)o2)c(C)c1Br	1.6%	1%	3.0	547	0.7%	-2	15	7%	3%	i	48	i	0.6
Cc1ccccc1-n1c(SC/C(O)=C(\C#N)c2nc3ccccc3[nH]2)nnc1-c1ccncc1	0.4%	-1%	-0.5	1180	0.6%	5	-4	9%	12%	i	58	i	0.2
NCCCNc1ccc([N+](=O)[O-])cc1C(F)(F)F	-0.4%	/	-3.0	1101	0.0%	-2	-12	6%	/	i	60	i	0.2
COc1ccc(CC(=O)Oc2ccc(C(C)(C)C)cc2)cc1S(=O)(=O)N1CCOCC1	-0.2%	-1%	/	/	/	/	/	6%	9%	i	53	i	1.0
O=C(COc1cccc2c1CCN(Cc1ccccc1)C2=O)NCc1ccco1	1.8%	-7%	1.3	1073	-0.5%	0	0	8%	13%	i	42	i	0.8
Cc1ccc(C(NC(=O)NN2CCN(C)CC2)C(Cl)Cl)cc1F (stereo unspecified)	-0.1%	13%	/	/	-0.9%	/	/	8%	-1%	i	22	i	0.2
CCC(=O)Nc1ccc(N2CCN(Cc3ccccc3F)CC2)cc1	-0.4%	0%	-0.8	1182	-1.1%	7	12	12%	19%	i	38	i	0.3
Fc1ccc(Cc2nnc(-c3cccs3)o2)cc1	1.9%	11%	-2.2	1101	-0.2%	13	-6	-1%	0%	i	65	i	3.2
O=C(Cn1c2c(c(=O)n3ncnc13)CCC2)N/N=C/c1cccs1	0.5%	-4%	1.5	1256	0.1%	/	/	/	7%	i	14	i	1.0
Cc1ccccc1OCCOCCN1CCCCCC1	-0.9%	-4%	-2.0	1043	-0.6%	-3	17	-6%	2%	i	59	i	0.3
Cc1csc(C(C#N)C(=O)c2ccc(S(=O)(=O)N3CCCC3)cc2)n1 (stereo unspecified)	2.0%	-8%	0.3	1370	-0.4%	4	13	11%	7%	i	15	i	1.7
O=S(=O)(NCCN1CCOCC1)c1cccs1	1.9%	3%	-1.2	1101	-0.4%	-3	5	4%	7%	i	49	i	0.4

# Next section:
SMILES	RSV antiviral HEp-2	Salmonella PhoP GFP	b-catenin transl	b-catenin transl cell count 5 µM	West Nile antiviral	WT yeast gro inh	WT yeast gro inh mutant strain	MgcRacGAP inhibition	Large T inhibition	T cell modulator	T cell modulator vesicle-bound %	Myeloid diff 2	Myeloid diff 2 GFP+ MAC1+ %
C/C(CC1CC(C)(C)OC1=O)=N/Nc1nc(-c2ccccc2)cs1 (stereo unspecified)	3.7%	5%	-1.3	1073	-0.1%	8	16	10%	25%	i	48	i	1.0
O=C(CSC(=S)N1CCOCC1)c1cc2ccccc2oc1=O	5.9%	8%	/	/	-0.6%	/	/	10%	2%	i	41	i	0.4
CCN(CC)S(=O)(=O)c1ccc(OCC(=O)NC(=O)Cc2ccccc2)c([N+](=O)[O-])c1	-0.2%	/	/	/	/	/	/	5%	/	i	14	i	0.6
COc1ccc(CN(C)CC(=O)Nc2sc3c(c2C#N)CCC3)cc1OC	4.0%	-12%	-1.7	1059	-1.8%	-9	15	6%	13%	i	12	i	0.4
CCOc1ccccc1CN1CCNC(=O)C1CC(=O)NCCCn1cccn1 (stereo unspecified)	-0.2%	4%	/	/	0.7%	/	/	-20%	1%	i	37	i	5.6
COc1ccc(NC(=O)CN(c2ccccc2)S(=O)(=O)c2ccccc2)c(OC)c1	0.1%	-2%	0.9	1369	-0.7%	/	/	10%	-2%	i	15	i	0.3
Cc1nc2nc(-c3cccnc3)nn2c(C)c1Cl	2.0%	-5%	1.0	951	0.3%	-22	-30	4%	0%	i	17	i	0.9

# Structural class: the entries above containing a furan ring, fused or not.
SMILES	RSV antiviral HEp-2	Salmonella PhoP GFP	b-catenin transl	b-catenin transl cell count 5 µM	West Nile antiviral	WT yeast gro inh	WT yeast gro inh mutant strain	MgcRacGAP inhibition	Large T inhibition	T cell modulator	T cell modulator vesicle-bound %	Myeloid diff 2	Myeloid diff 2 GFP+ MAC1+ %
COc1nc(NCc2ccco2)nc(NC2CCCCC2)n1	2.0%	4%	/	/	-0.3%	17	3	8%	7%	i	21	i	0.6
N#Cc1c(NC(=O)CCN2C(=O)c3ccccc3C2=O)oc(-c2ccccc2)c1-c1ccccc1	-0.5%	-8%	0.7	1469	-0.1%	1	-14	12%	10%	i	25	i	0.8
Cc1nn(Cc2ccc(C(=O)N3CCOCC3)o2)c(C)c1Br	1.6%	1%	3.0	547	0.7%	-2	15	7%	3%	i	48	i	0.6
O=C(COc1cccc2c1CCN(Cc1ccccc1)C2=O)NCc1ccco1	1.8%	-7%	1.3	1073	-0.5%	0	0	8%	13%	i	42	i	0.8

# From PubChem

# Rows were taken by chance; 3.6% or so of the library scored in one or more.
